From PubChem BioAssay
Giardia kill: kills Giardia lamblia; 0.15% of 340,000 active; Giardia lamblia trophozoite viability; activity change, % at 7.66 µM, hits read low; in the data active = activity change below about -80%; inconclusive = between about -30% and that limit;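 also: parasites exposed to compound for two days anaerobically before the ATP read; % is scaled to controls: 0 for no effect and ±100 for the full control effect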
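Luminescence from cellular ATP indicates surviving trophozoites (100 cells/well) following 48 hrs anaerobic compound treatment at 37 deg C; signal develops 15-30 min at room temperature.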
USP2a block: inhibitors of human ubiquitin-specific protease USP2a. 0.01% of 330,000 active. USP2 core, Ub-CHOP2 coupled fluorogenic reporter, 485/531. O75604. Potency, µM (titrated, usually from 38.3 µM), for the others: at the top dose activity change, negative = inhibition, usual class: inhibitors;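 also: potency is read from the fitted curve at half-maximal effect; plate controls were DMSO wells for no effect and full inhibition by NEM control for full effect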
Target sequence (O75604 whole entry, looked up): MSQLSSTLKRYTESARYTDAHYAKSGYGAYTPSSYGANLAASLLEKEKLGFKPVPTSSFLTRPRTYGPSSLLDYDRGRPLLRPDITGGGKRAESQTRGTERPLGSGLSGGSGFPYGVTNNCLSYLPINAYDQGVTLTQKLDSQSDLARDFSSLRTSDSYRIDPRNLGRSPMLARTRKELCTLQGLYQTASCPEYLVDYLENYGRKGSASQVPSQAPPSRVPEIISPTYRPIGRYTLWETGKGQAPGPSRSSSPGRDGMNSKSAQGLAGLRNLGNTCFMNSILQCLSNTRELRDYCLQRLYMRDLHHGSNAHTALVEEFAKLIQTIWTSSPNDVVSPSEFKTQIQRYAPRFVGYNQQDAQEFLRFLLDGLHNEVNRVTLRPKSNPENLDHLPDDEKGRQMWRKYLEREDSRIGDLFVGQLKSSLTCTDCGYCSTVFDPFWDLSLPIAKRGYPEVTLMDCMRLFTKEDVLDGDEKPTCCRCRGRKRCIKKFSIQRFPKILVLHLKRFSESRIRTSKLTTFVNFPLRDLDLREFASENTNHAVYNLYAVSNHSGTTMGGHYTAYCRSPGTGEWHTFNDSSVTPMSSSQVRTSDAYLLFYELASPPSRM
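Cell-free coupled assay: 10nM USP2 core preincubated 30min RT with compound in Tris-HCl pH 8.0/CaCl2/CHAPS buffer, then 25nM Ub-CHOP2 and 25nM reporter substrate; fluorescence (Ex 485/Em 531) read after 60min RT, normalized to NEM inhibition, concentration-response curves fitted.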
PKM2 act: PKM2 (human) enzyme activation; P14618; purified PKM2, Kinase-Glo ATP luminescence, activation; response scale: 0% is enzyme alone, no compound; 0.34% of 260,000 active; Potency, µM (top dose mostly 57.5 µM), for the others: at the highest dose activation, usual class: activators; also: potency is read from the fitted curve at half-maximal effect; % is scaled to controls: 0 for no effect and ±100 for the full control effect; nearly all actives have a fitted effect of over 55% in size
Target sequence (P14618 whole entry, looked up): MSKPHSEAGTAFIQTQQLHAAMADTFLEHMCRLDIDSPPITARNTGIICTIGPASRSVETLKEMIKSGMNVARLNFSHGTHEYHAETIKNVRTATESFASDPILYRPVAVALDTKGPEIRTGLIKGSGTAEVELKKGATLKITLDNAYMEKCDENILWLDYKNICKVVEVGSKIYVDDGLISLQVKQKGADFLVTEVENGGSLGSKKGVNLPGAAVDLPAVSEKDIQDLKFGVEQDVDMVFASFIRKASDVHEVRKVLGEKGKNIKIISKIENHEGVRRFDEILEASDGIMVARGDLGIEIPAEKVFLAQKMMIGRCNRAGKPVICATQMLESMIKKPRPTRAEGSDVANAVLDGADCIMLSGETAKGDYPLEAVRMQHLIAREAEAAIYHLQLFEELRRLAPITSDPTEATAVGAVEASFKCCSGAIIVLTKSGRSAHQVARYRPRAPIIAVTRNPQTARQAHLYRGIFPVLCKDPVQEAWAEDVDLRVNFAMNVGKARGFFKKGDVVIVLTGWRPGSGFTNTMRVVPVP
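Purified hPK-M2 (>95%) run at intermediate activity with 0.1 mM ADP and 0.5 mM PEP in 50 mM imidazole pH 7.2, KCl, MgCl2; 1 h room temperature. ATP formed read by Kinase-Glo luminescence; normalized to uninhibited and no-enzyme controls.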
B2AR arrestin: recruits beta-arrestin to the human beta2-adrenergic receptor; beta-arrestin recruitment to beta2AR, cell-based reporter; Potency, µM (doses to about 46.1 µM), for the others: at the top dose activation, usual class: activators; 0.02% of 330,000 active; AID 492947;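 also: potency is read from the fitted curve at half-maximal effect; 0% = DMSO controls and full agonism = EC100 isoproterenol or metaproterenol; nearly all actives have a fitted effect of over 65% in size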
Coupling enz: counter-screen for Giardia aldolase inhibitors: coupling enzyme system; activity change, negative = inhibition, % at 58.2 µM, hits read low; 0.67% of 290,000 active; coupling enzyme system counterscreen, AmpLite Red fluorescence; in the data active = activity change below about -30%; also: % is scaled to controls: 0 for no effect and ±100 for the full control effect
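Activity here indicates interference with the coupling reaction, not aldolase inhibition. Compounds at 57.5 uM final met coupling enzymes for 10 min at RT; substrate and AmpLite Red detection followed, with a 525/598 nm fluorescence read after 20 min.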
Menin MLL FP TR: menin-MLL binding inhibition, Texas Red mutant peptide | Menin + Texas Red MLL mutant peptide, fluorescence polarization | Potency, µM (doses to about 61.6 µM), for the others: at the top dose FP activity change, negative = inhibition, actives largely listed as inhibitors | 0.23% of 270,000 active; active = well fitted inhibition curve with a large enough effect in the polarisation, with a control signal flat, not every such curve was filed as active; inconclusive = small, poorly fitted or top-dose-only effect, or effect the other way, or a change in a side signal; inactive = no such curve, though single readings can be large or run the other way; the % refers to the polarisation; also: potency is read from the fitted curve at half-maximal effect; % of control where 0% means no effect; many of its hits are not listed in these tables
KCNH2 3.1 inh: inhibitors of human KCNH2 3.1 potassium channel isoform | U2OS KCNH2 3.1, thallium flux FluxOr; hits give low values | AID 720553 | 0.95% of 340,000 active | activity change, % (tested at about 1.8 µM);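 active = maximum activity change below -70%; inconclusive = maximum activity change from -70% to -50%; inactive = maximum activity change above -50%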;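 also: thallium influx rate constant from kinetic fluorescence after stimulation buffer; % is scaled to controls: 0 for no effect and ±100 for the full control effect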
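FluxOr-based Tl+ influx in U2OS cells transduced with KCNH2 3.1 virus; rate constants normalized to DMSO controls.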
TRPV1 ag: agonists of human vanilloid receptor 1 (TRPV1) | activation, % at 8.33 µM | AID 540275 | TRPV1-expressing cells, Fluo-8 calcium influx, agonist mode | 0.19% of 320,000 active; in the data active = activation above about 80%; inconclusive = between about 30% and that limit; also: 0% is about no effect
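TRPV1-expressing cells were cultured overnight at 35.5C and loaded with Fluo-8 calcium dye for 40 to 90 min at room temperature. After a 10 s baseline, compound was added and calcium influx was read kinetically for 3 min (ex 480/em 520 nm).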
hERG WT inh: KCNH2 (human, wildtype) channel inhibition. Q12809. U2OS, BacMam KCNH2, thallium flux FluxOr; hits give low values. activity change, % at 1.84 µM. 0.37% of 340,000 active. AID 720551;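 active = maximum activity change below -70%; inconclusive = maximum activity change between -70% and -50%; inactive = maximum activity change above -50%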; also: % is scaled to controls: 0 for no effect and ±100 for the full control effect
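U2OS cells were transduced with wild-type KCNH2 virus (2.03 x 10^8 / mL) for 4 h at room temperature, then cultured overnight at 37 C. Thallium flux was read with FluxOr dye. Rate constants were normalized to DMSO controls.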
GALK inhibitor: blocks human galactokinase activity; P51570; Potency, µM (highest dose often 57.5 µM), inactives show at the highest dose activity change, negative = inhibition, usual class: inhibitors; 0.007% of 270,000 active; Purified GALK, Kinase-Glo residual ATP luminescence; AID 1868; also: potency is read from the fitted curve at half-maximal effect; % is scaled to controls: 0 for no effect and ±100 for the full control effect
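The enzyme phosphorylates galactose (100 uM) using ATP (35 uM); inhibition is detected as higher residual ATP, quantified by bioluminescence after 1 h reaction at room temperature, pH 8.0.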
CXXC DNA block: blocks binding of human MLL CXXC domain to DNA; Q03164; MLL-CXXC / FITC-HOXA9 DNA fluorescence polarization; Potency, µM (titrated, usually from 115 µM), for inactives: top-dose activity change, negative = inhibition, actives largely listed as inhibitors; 0.037% of 290,000 active; AID 2662; active = well fitted inhibition curve with a large enough effect in the polarisation, with a control signal flat, not every such curve was filed as active; inconclusive = small, poorly fitted or top-dose-only effect, or effect the other way, or a change in a side signal; inactive = no such curve, though single readings can be large or run the other way; the % refers to the polarisation; also: potency is read from the fitted curve at half-maximal effect
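Purified MLL-CXXC (added from a 7 uM solution) was preincubated 5 min at ambient with pinned compounds in 50 mM Tris-HCl pH 7.5, 50 mM NaCl, 1 mM DTT, 0.05% BSA. Fluorescein-labeled HOX-A9 DNA (50 nM solution) followed, 30 min, then polarization read.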
* marks the source's active call; other numbers are inactive results; [ ] = remark or other dose. Unless noted, calls follow the shape of the dose curve; as a rule, active = well fitted curve in the direction sought with a large enough effect; inconclusive = small, poorly fitted or top-dose-only effect, or another doubt; inactive = no such curve, though single readings can be large; an effect the other way counts as inactive or inconclusive.

How did O=C(Nc1ccc(N2CCOCC2)nc1)c1ccccc1Cl do in these assays?
Giardia kill: 25; USP2a block: 0%; PKM2 act: 1%; B2AR arrestin: -0.3%; Coupling enz: 1; KCNH2 3.1 inh: 6; TRPV1 ag: 1; hERG WT inh: 1; GALK inhibitor: 3%; CXXC DNA block: -5%

How did Cc1ccc2c(=O)cc(C(=O)NCCc3ccc(S(N)(=O)=O)cc3)oc2c1 do in these assays?
Giardia kill: -15; USP2a block: 2%; B2AR arrestin: 0.1%; Coupling enz: 1; Menin MLL FP TR: 30%[activator]; KCNH2 3.1 inh: -12; TRPV1 ag: -2; hERG WT inh: -8; GALK inhibitor: 3%; CXXC DNA block: -2%

What do the screens show for `O=C1c2oc3ccc(Cl)cc3c(=O)c2C(c2cccnc2)N1Cc1ccco1` (stereo unspecified)?
USP2a block: 6%; PKM2 act: 9%; B2AR arrestin: -0.6%; Coupling enz: 2; Menin MLL FP TR: 7%; TRPV1 ag: 1; GALK inhibitor: 2%; CXXC DNA block: -1%

How did C=Cc1ccc2c(c1)N(C)C(=C)S2 do in these assays?
Giardia kill: -2; USP2a block: -1%; PKM2 act: inconclusive; B2AR arrestin: 0.1%; Coupling enz: 0; Menin MLL FP TR: -10%; KCNH2 3.1 inh: 8; TRPV1 ag: -1; hERG WT inh: -1; GALK inhibitor: -1%; CXXC DNA block: 1%

Results for Cc1ccc(Nc2nc(C(=O)N3CCC(C(=O)N4CCN(C)CC4)CC3)cs2)cc1 ?
Giardia kill: 12; USP2a block: 2%; PKM2 act: -1%; B2AR arrestin: 0.4%; Coupling enz: -2; Menin MLL FP TR: -5%; KCNH2 3.1 inh: 3; TRPV1 ag: 0; hERG WT inh: -12; GALK inhibitor: 0%; CXXC DNA block: 10%

How did COc1ccc(C)cc1NC(=O)C(c1ccccc1)N1CCNC(=O)C1 (stereo unspecified) do in these assays?
USP2a block: -1%; PKM2 act: -1%; B2AR arrestin: -0.2%; Coupling enz: 0; Menin MLL FP TR: -22%; TRPV1 ag: -1; GALK inhibitor: 10%; CXXC DNA block: -6%

Results for CCc1ccc(C(=O)NNC(=O)c2n[nH]c(=O)c3ccccc23)cc1 ?
Giardia kill: 12; USP2a block: 1%; B2AR arrestin: 0.3%; KCNH2 3.1 inh: 3; TRPV1 ag: -1; hERG WT inh: -18

What do the screens show for `CCC(C)(C)C1CCC2(CC1)NC(CO)(CO)CO2` (stereo unspecified)?
Giardia kill: -6; USP2a block: -5%; PKM2 act: -18%; B2AR arrestin: -0.6%; Coupling enz: 4; Menin MLL FP TR: 13%; KCNH2 3.1 inh: 2; TRPV1 ag: 9; hERG WT inh: -3; GALK inhibitor: 2%; CXXC DNA block: 4%

What do the screens show for `CCC(C)[C@H](NC(=O)Nc1ccc2c(c1)OCCO2)C(=O)OC` (stereo partly specified)?
Giardia kill: 11; USP2a block: 0%; PKM2 act: -10%; B2AR arrestin: -0.4%; Coupling enz: 0; KCNH2 3.1 inh: 5; TRPV1 ag: 7; hERG WT inh: 7; GALK inhibitor: -3%; CXXC DNA block: 0%

What do the screens show for `Cn1cc(CN(CCCN2CCOCC2)C(=S)Nc2cccc(Cl)c2)c2ccccc21`?
Giardia kill: 19; USP2a block: 3%; PKM2 act: 1%; B2AR arrestin: -0.2%; Coupling enz: 2; Menin MLL FP TR: 15%; KCNH2 3.1 inh: 7; TRPV1 ag: 6; hERG WT inh: 6; GALK inhibitor: -1%; CXXC DNA block: 8%

Results for O=C(CS(=O)(=O)c1cn(CC(=O)N2CCOCC2)c2ccccc12)Nc1ccccc1 ?
Giardia kill: -2; USP2a block: 0%; PKM2 act: 2%; B2AR arrestin: 0.0%; Coupling enz: 2; Menin MLL FP TR: 22%; KCNH2 3.1 inh: 10; TRPV1 ag: 1; hERG WT inh: -7; GALK inhibitor: -1%; CXXC DNA block: -11%

How did COc1ccc(-n2c(C)cc(C(=O)COC(=O)c3cc(OC)c(OC)cc3NC(=O)c3cccs3)c2C)cc1 do in these assays?
Giardia kill: 10; USP2a block: 1%; PKM2 act: 1%; B2AR arrestin: -0.6%; Coupling enz: 0; Menin MLL FP TR: -5%; KCNH2 3.1 inh: 1; TRPV1 ag: 2; hERG WT inh: -2; CXXC DNA block: 4%

How did COCCNC(=O)C1(S(=O)(=O)c2ccccc2)CC=CC1 do in these assays?
Giardia kill: 3; USP2a block: 1%; PKM2 act: -6%; B2AR arrestin: 0.2%; Coupling enz: 0; Menin MLL FP TR: 4%; KCNH2 3.1 inh: 15; TRPV1 ag: 2; hERG WT inh: 3; CXXC DNA block: -13%

What do the screens show for `CC(OC(=O)c1ccc(Cl)c(S(=O)(=O)N2CCOCC2)c1)C(=O)NC1CCCCC1C` (stereo unspecified)?
Giardia kill: 40[activator]; USP2a block: 3%; B2AR arrestin: 0.3%; KCNH2 3.1 inh: -2; TRPV1 ag: 1; hERG WT inh: 2; GALK inhibitor: 1%; CXXC DNA block: 4%

How did COc1ccc(CCC(=O)NC2CCCc3ccccc32)cc1OC (stereo unspecified) do in these assays?
Giardia kill: -6; USP2a block: -2%; PKM2 act: -3%; B2AR arrestin: 0.3%; Coupling enz: 0; Menin MLL FP TR: 8%; KCNH2 3.1 inh: 3; TRPV1 ag: -2; hERG WT inh: -1; GALK inhibitor: 0%; CXXC DNA block: 7%

Results for OCCC1CN(Cc2ccc(Oc3ncccn3)cc2)CCN1C1CCCCC1 (stereo unspecified) ?
Giardia kill: -7; USP2a block: 0%; PKM2 act: 4%; B2AR arrestin: -0.2%; Coupling enz: -1; KCNH2 3.1 inh: 2; TRPV1 ag: -2; hERG WT inh: 1; GALK inhibitor: 3%; CXXC DNA block: -11%

Results for Cc1ccc(/C(O)=C2/C(=O)C(=O)N(CCCn3ccnc3)C2c2ccccn2)cc1 (stereo unspecified) ?
USP2a block: 2%; PKM2 act: 1%; B2AR arrestin: -0.5%; Coupling enz: 4; Menin MLL FP TR: -4%; TRPV1 ag: -6; GALK inhibitor: -2%; CXXC DNA block: 1%

How did Cc1cc(C)nc(N2CCCC(C(=O)Nc3ccc4c(c3)OCCO4)C2)n1 (stereo unspecified) do in these assays?
Giardia kill: -2; USP2a block: 1%; PKM2 act: -2%; B2AR arrestin: -0.6%; Coupling enz: 0; Menin MLL FP TR: 31%[activator]; KCNH2 3.1 inh: 16; TRPV1 ag: inconclusive; hERG WT inh: -21; GALK inhibitor: 1%; CXXC DNA block: 7%

Results for C/C=C/Cn1c(Br)nc2c1c(=O)[nH]c(=O)n2C ?
Giardia kill: 1; USP2a block: -1%; PKM2 act: 2%; B2AR arrestin: -0.4%; Coupling enz: -1; Menin MLL FP TR: -6%; KCNH2 3.1 inh: 3; TRPV1 ag: 1; hERG WT inh: 8; GALK inhibitor: -5%; CXXC DNA block: 0%

What do the screens show for `COc1cc(NC(=O)c2sc(C)nc2C)c(OC)cc1NC(=O)c1ccccc1`?
Giardia kill: -14; USP2a block: 2%; B2AR arrestin: -0.7%; Coupling enz: 1; Menin MLL FP TR: inconclusive; KCNH2 3.1 inh: 1; TRPV1 ag: 4; hERG WT inh: 3; GALK inhibitor: 1%; CXXC DNA block: 3%

How did Cc1ccc(C(=O)C2CCN(CC(=O)N3CCN(c4ccc(F)cc4)CC3)CC2)cc1 do in these assays?
Giardia kill: 13; USP2a block: 0%; PKM2 act: -1%; B2AR arrestin: 0.2%; Coupling enz: 3; Menin MLL FP TR: -12%; KCNH2 3.1 inh: inconclusive; TRPV1 ag: 1; hERG WT inh: 9; GALK inhibitor: 3%; CXXC DNA block: 6%

Results for COc1ccc(C)cc1-n1nnnc1SCC(=O)c1ccc2c(c1)OCCO2 ?
Giardia kill: 14; USP2a block: -6%; PKM2 act: -1%; B2AR arrestin: 0.4%; Coupling enz: -1; Menin MLL FP TR: 12%; KCNH2 3.1 inh: -8; TRPV1 ag: 18; hERG WT inh: -1; GALK inhibitor: 2%; CXXC DNA block: -5%

How did CN(Cc1ccco1)C(=O)c1ccc(S(=O)(=O)N2CCCCCC2)cc1 do in these assays?
Giardia kill: 39[activator]; USP2a block: -1%; B2AR arrestin: 0.2%; KCNH2 3.1 inh: -29; TRPV1 ag: 9; hERG WT inh: 1

How did COc1cc([N+](=O)[O-])ccc1NC(=O)NCc1cccnc1 do in these assays?
Giardia kill: inconclusive; USP2a block: 0%; PKM2 act: 6%; B2AR arrestin: 0.4%; KCNH2 3.1 inh: -3; TRPV1 ag: 1; hERG WT inh: -17; GALK inhibitor: -1%; CXXC DNA block: -10%

What do the screens show for `Cc1cccc(N(C(=O)c2snc(C(N)=O)c2N)C(C(=O)NC2CCCC2)c2ccncc2)c1` (stereo unspecified)?
Giardia kill: -13; USP2a block: -1%; B2AR arrestin: 0.6%; Coupling enz: 0; KCNH2 3.1 inh: -6; TRPV1 ag: 1; hERG WT inh: 8; GALK inhibitor: 4%; CXXC DNA block: -3%

Only part of the results is shown; the hit share may differ from the screen's.
